# All columns: NCI-60 one-dose screen, growth in % after 48 h at 10 µM unless noted; 100 = growth as untreated, 0 = no growth, -100 = all killed.
# HL-60(TB): HL-60(TB) leukemia cells | 78,000 tested, 9% active | AID 1794776; active = growth percent below 10
# * marks the source's active call; other numbers are inactive results; & = joins results of further samples; [ ] = remark or other dose. This is a subset, so the mix of outcomes need not match the whole.
SMILES,HL-60(TB)
CCCC1(c2ccccc2)NC(=O)NC1=O (configuration not stated),144
COC(=O)[C@]12CCC(C)(C)C[C@H]1[C@H]1C(=O)C[C@@H]3[C@@]4(C)c5c([nH]c6ccccc6c5=O)C(C)(C)[C@@H]4CC[C@@]3(C)[C@]1(C)CC2,22
CCN(CC)c1ccc(C=O)c(OCc2cn(CC(=O)Nc3ccc(F)cc3F)nn2)c1,102
CCOC(C=O)OCC,104
CC[n+]1ccc2c(c1)C(=O)c1nccc3c1c-2nc1ccccc13,-32*
S=C(S)NNc1ccccc1,104
COc1ccc(S(=O)(=O)N(Cc2ccc3c(c2)C=CC(C)(C)O3)c2ccccc2)cc1OC,71
O=C(CSc1nc2ccccc2c(=O)n1-c1ccc(S(=O)(=O)Nc2ccc(Cl)nn2)cc1)NCCc1ccccc1,106
C=CCNC(=O)c1ccc(OC)cc1,88
O=c1nc2s/c(=C\c3ccc(Br)cc3)c(=O)n2c2nc(-c3ccccc3)c(-c3ccccc3)nc12,96
Cn1ccnc1C(=O)/C=C/c1ccc(CC(=O)Nc2ccc(Cl)cc2)cc1,5.2*
O=C(c1cc(-c2ccc(F)cc2)c2sc(=O)[nH]c2n1)N1CCOCC1,108
C#CCC1(c2cccc(C(F)(F)F)c2)NS(=O)(=O)c2ccccc21 (configuration not stated),85
CCCCOc1nc2c(c(=O)n(C)c(=O)n2C)n1C,119
CCCCCC1CCCCN1C(=O)OC (configuration not stated),88
COc1ccc2nc(Cl)c3sc4ccc(F)cc4c(=O)c3c2c1,125
OCCCCc1nccc2c1[nH]c1ccccc12,74
COC(=O)c1cc(=O)c(O)c2c(O)c(O)ccc2c1,114
O=C(c1ccc(O)cc1)[C@@H]1[C@@H]2CCCN2[C@]2(C(=O)Nc3ccccc32)[C@H]1c1ccc(F)cc1,99
O=C1C=C(c2ccccc2)CO1,102
CCN1CCN(C(=S)SCc2cc(=O)oc3ccc(C)cc23)CC1,99
COc1ccc(-c2c(C#N)c(=O)[nH]c3c2c(N)nn3-c2ccccc2)cc1,96
COc1cc(-c2nn(-c3ccc(NC(=O)CN4CCOCC4)cc3)cc2-c2ccncc2)ccc1Cl,84
CCOC(=O)c1[nH]c(C)c(/C(C)=N\O)c1C,96
NC[C@@H]1O[C@H](O[C@@H]2[C@@H](CO)OC(O[C@@H]3[C@@H](O)[C@H](N)C[C@H](N)[C@H]3O[C@H]3O[C@H](CO)[C@@H](O)[C@H](O)[C@H]3N)[C@@H]2O)[C@H](N)[C@@H](O)[C@@H]1O (some centres not stated),105
# Later entries:
SMILES,HL-60(TB)
CC(N)(CSCc1ccccc1)C(=O)O (configuration not stated),102
CCCCCCCCCCCCCCCCCC(=O)NNc1ccccc1,84
[N-]=[N+]=CC(=O)CC[C@H](N)C(=O)O,101[20 µM]
CN(CCO)c1ncnc2c1cnn2C,92
O=C(Cc1ccc(NC(=O)c2cccc(Cl)c2)cc1)NCc1ccccc1,-14*
O=C(Cn1cc(C2CC2)nn1)Nc1nc2ccccc2s1,98
CCN(CC)CCC(Br)(C#N)c1ccccc1 (configuration not stated),98
O=[N+]([O-])c1cccc(-c2nnc(CSc3nnc(-c4ccc(Cl)cc4Cl)o3)o2)c1,100
CCNC(=S)n1nc(-c2cccc(Cl)c2)nc1N,101
CCN1C(=O)NC(=O)C(CC)(NC(=O)c2cc(F)c(F)c(F)c2F)C1=O (configuration not stated),48
CS(=O)(=O)Nc1ccc(Cn2c(=O)[nH]c(=S)[nH]c2=O)cc1,105
CC(=O)Nc1nc(C)c(C(=O)NNC=O)s1,104
CCOC(=O)c1sc2nc(-c3cccc(O)c3)nc(N3CCOCC3)c2c1C,78
COCCOCn1c(NN)c(C#N)c2c(N)ncnc21,53
OC(CC(c1ccccc1)c1cccc2ccccc12)(c1ccccc1)c1ccccc1 (configuration not stated),101&99
Cc1sc2nc(COC(=O)c3cc(=O)c4ccccc4o3)[nH]c(=O)c2c1C,92
COc1ccc2[nH]c(=O)c(O)c(-c3cc(OC)c(OC)c(OC)c3)c2c1,90
Nc1nc(N)nc(N)n1,105
O=C(O)CN1C(=O)C(=Cc2cn(CC(=O)O)c3ccccc23)C(=O)N(CC(=O)O)C1=O,106
Cc1ccc(C(C)C)c(S)c1C(C)C,104
O=C(O)c1cc(-c2ccccc2)c2sc(=O)[nH]c2n1,93
CCC1CCc2nc3sc(C(=O)Nc4ccccc4C)c(N)c3cc2C1 (configuration not stated),3.0*
COc1ccc(NC(=O)CSc2nnc(-c3ccc4nc(-c5ccc(OC)cc5)[nH]c4c3)o2)cc1,110
O=C(O)CCC(=O)/C=C/c1cccc2ccccc12,98
COCC(=O)NNc1[nH]c(-c2ccc(OC)cc2)cc1C#N,6.5*
# Continuation.
SMILES,HL-60(TB)
C=CCNC(=S)NNc1ccc([N+](=O)[O-])cn1,87
O=C1/C(=C\c2cn(Cc3ccccc3)c3ccccc23)c2ccccc2N1Cc1ccccc1,104
CNC(=O)c1nc(Nc2ccc(NC(=O)Nc3cccc(OC)c3)cc2)c2ccccc2n1,91
N=C(N)c1ccc(-c2ccc(-c3cncc4ccccc34)s2)cc1F,-46*
Cc1ccc(C(C)C)cc1C(O)CN1CCOCC1 (configuration not stated),124
Cn1cc(-c2nn3cc(-c4cccs4)nc3s2)c2cc(Br)ccc21,92
CCCN1COC(OCC)C(C)(C)C1 (configuration not stated),100
COc1ccc2c(C3(c4c[nH]c5cc(OC)ccc45)C(=O)Nc4ccc(Cl)cc43)c[nH]c2c1,77
O=C(CSc1nc2sc3c(c2c(=O)n1-c1ccc(Cl)cc1)CCCC3)NN1C(=O)c2ccccc2C1=O,106
CCn1ncc2c1nc(-c1ccccc1)c[n+]2[O-],93
Cc1nc(N)sc1-c1csc(Nc2ccccc2Cl)n1,85
CCCCn1c(Cc2ccc(OC)cc2)nc2cc(OC)c(OC)cc2c1=O,79
O=C1CC(c2ccc(Cl)c(Cl)c2)c2cc3c(cc2N1)OCO3 (configuration not stated),83
Cc1ccc(C(=O)c2ccc([N+](=O)[O-])cc2)cc1,38
CC1(C)CC(=O)c2c(nn(-c3ccc(Br)cc3)c2-c2cn(-c3ccccc3)nc2-c2ccc(Cl)cc2)C1,92
O=C(CC(NCc1ccccc1)c1ccccc1)c1ccccc1 (configuration not stated),98
O=C(Nc1ccc2ccccc2c1)c1ccccc1[N+](=O)[O-],101
Cc1cc(C)c2c(N)c(C(=O)c3ccc(-c4ccccc4)cc3)sc2n1,99
COc1cc2nc(Cl)nc(N3CCN(S(=O)(=O)c4ccc(C)cc4)CC3)c2cc1OC,87
CC12CCC(=O)C=C1CCCC2=O (configuration not stated),109
O=C1c2cc3c(cc2-c2c1c1ccc(Cl)cc1c(=O)n2C[C@H](O)CO)OCO3,-15*
COc1cc2ncnc(NN3CCN(CCO)CC3)c2cc1OC,104
CCc1ccc2c(c1)N(CCO)C1=C(C(=O)OC1)C2c1cccc(Br)c1 (configuration not stated),-9.8*
Cc1nn(-c2ccccc2)c2nc3c(c(-c4ccc(Cl)cc4)c12)CNC1(N3)C(=O)N(C)c2ccc(Cl)cc21 (configuration not stated),53
Nc1cc(Nc2ccccc2)nc(N)n1,91
# Other structures follow.
SMILES,HL-60(TB)
Cn1c(O)c(C=NCCN=Cc2c(O)n(C)c(=O)n(C)c2=O)c(=O)n(C)c1=O,-60*
Cc1c(Cl)cccc1-n1cc(CN2C(=O)C3CCCN3C(=O)c3ccccc32)nn1 (configuration not stated),100
C[C@]12CC[C@H]3[C@@H](C[C@@H]4N=C(c5ccc(O)cc5)S[C@@]45C[C@H](O)CC[C@]35C)[C@@H]1CC[C@@H]2O,23
COc1cccc(/C=N/N2CCCCCC2)c1OC,110
COc1ccc(/C(C)=N/NC(=O)CSc2nc(-c3cnccn3)cc(-c3cccs3)c2C#N)cc1,119
COc1cc(C(=O)NC2CC(C)CC(C)(C)C2)cc(OC)c1OC (configuration not stated),80
Cc1c(/C(=N/O)c2ccccc2)oc2ccc(N)cc12,81
O=C(CSc1nc(-c2ccc(Cl)cc2)cn1-c1ccc(Cl)cc1)c1ccc(Br)cc1,97
Cc1cc(C)c(NC(=O)c2sc3nc4c(cc3c2N)C(=O)CC(C)(C)C4)c(C)c1,109
COc1ccc(C2CC(c3ccccc3)=NN2c2nc(C)c(C(C)=O)s2)cc1 (configuration not stated),101
O=C(Nc1ccccc1C(=O)N/N=C\c1ccc2c(c1)OCO2)c1ccccc1,78
O=C1CCC(C(=O)NNc2nc3ccccc3s2)N1 (configuration not stated),101
O=C1/C(=C/C=C/c2ccco2)SC(=S)N1CCc1ccc(O)cc1,67
NS(=O)(=O)c1ccc(NC(=O)c2ccoc2COc2ccccc2)cc1,98
COc1cccc(-c2nc3occn3c2-c2ccnc(NCCNS(=O)(=O)c3ccc(F)cc3)n2)c1,112
CCCn1cc(/C=N\N=C2\C(=O)Nc3ccc(Cl)cc32)c2ccccc21,80
Cc1cccc(/C=N/n2c(-c3ccc(Cl)cc3)nc3c(Br)cc(Br)cc3c2=O)c1,71
CCOC(=O)c1ccccc1NC(=O)CNCC(C)C,90
C[C@H]1N[C@]2(C(=O)Nc3ccccc32)[C@@H](c2ccc(F)cc2)[C@@H]1C(=O)c1ccc(O)cc1,87
Cc1ccc2c(C)coc2c1,89
CN1C(=O)C2=C(NCCN(C(=O)[C@@H](Cl)c3ccccc3)C2c2ccc(Cl)c(Cl)c2)C1(C)C (some centres not stated),73
CCCCCc1ccc(S(=O)(=O)Nc2cccc(-c3csc(NC(=O)CCCCCN4CCN(C)CC4)n3)c2)cc1,-42*
CC(C)CCn1cnc2c(SCC(=O)O)nc(N)nc21,109
COc1ccc(O)c2c(=O)c3c(OC)cc4c(c3oc12)[C@@H]1C=CO[C@@H]1O4,66
COc1ccc(C(=O)/C=C/Nc2ccc(C(=O)O)cc2)cc1,92
# The results go on.
SMILES,HL-60(TB)
CSc1nc(N)n2nccc2n1,106
COc1ccccc1/C=C/C=N/NC1=NC2C(S1)N(C)C(=O)N2C (configuration not stated),-22*
CCCCCCCCCCCCCCCCNC(=O)C(C)O (configuration not stated),93
O=C(O)c1cc(S(=O)(=O)F)c2ccccc2c1O,101
O=c1ccc2c(ccc3ncc4c(=O)[nH]cnc4c32)o1,105
COc1ccc(C(=O)CSc2nc(Nc3ccc(S(N)(=O)=O)cc3)c3ccccc3n2)cc1,100
COC(=O)C1=C(C(=O)OC)C2C=CC1C1C(OC(C)=O)C(OC(C)=O)C21 (configuration not stated),114&98
CCC(\C=N/N=C(N)/C(N)=N/N=C\C(CC)CC)CC,114
Nc1ccc2c(c1)Cc1cc(N)c(Br)cc1-2,86
Cc1ccc2nc(CC(O)(c3ccccc3)c3ccccc3)ccc2c1,88
O=C(CSCc1ccc([N+](=O)[O-])cc1)c1ccc(Br)cc1,90
CCOc1c(C#N)c(Nc2ccc(S(N)(=O)=O)cc2)c(C#N)c2nc(=O)ncn12,101
CCOC(=O)Oc1ccc(-c2noc(=O)[nH]2)cc1,104
O=C1/C(=C/c2cccc3ccccc23)Oc2cc(O)ccc21,102
COC(=O)[C@H](Cc1c[nH]c2ccccc12)NC(=O)CCCCOc1cc(O)c2c(=O)cc(-c3ccccc3)oc2c1,97
COc1ccc(NC(=S)N/N=C/c2ccc(C#N)cc2)cc1,66
Cc1nn(-c2nc3ccccc3[nH]2)c2c1C(c1ccc(O)cc1)CC(=O)N2 (configuration not stated),82
Brc1ccc(Nc2csc(-c3ccccn3)n2)cc1,100
CCOC(=O)c1c(N)nn(C)c1Nc1ccccc1,103
O=C(N/N=C/c1ccc(OCc2ccccc2)cc1)c1cnn2c1NC(c1ccccc1)C2 (configuration not stated),104
Nc1cccc(OCc2cccc([N+](=O)[O-])c2)c1,96
CCN(CC)S(=O)(=O)c1ccc(O)c(NC(=O)c2[nH]c(C)c(C(C)=O)c2CCc2ccc(Cl)cc2)c1,40
O=C1C=C(O)C(=O)C=C1O,91
NCC(=O)NO,121
CC(=O)c1ccc(Cl)cc1,57
Cc1ccc(C(F)(F)F)cc1N1CCN(C(=O)[C@@H]2C[C@@H]2c2cccc(S(F)(F)(F)(F)F)c2)CC1,62
Clc1ccc(C2=NN3C(C2)c2ccccc2OC3c2ccc3noc(-c4ccccc4)c3c2)cc1 (configuration not stated),94
CCOC(=O)Nc1ccc(C(=O)/C=C/c2ccccc2)cc1,45
CCOC(=O)c1c(Nc2ccccc2)nn2c(-c3ccco3)ccnc12,86
CCCc1ccc(N)cc1,95

# Entries from the list above that have an NH in an aromatic ring, in the order listed:
SMILES,HL-60(TB)
COC(=O)[C@]12CCC(C)(C)C[C@H]1[C@H]1C(=O)C[C@@H]3[C@@]4(C)c5c([nH]c6ccccc6c5=O)C(C)(C)[C@@H]4CC[C@@]3(C)[C@]1(C)CC2,22
O=C(c1cc(-c2ccc(F)cc2)c2sc(=O)[nH]c2n1)N1CCOCC1,108
OCCCCc1nccc2c1[nH]c1ccccc12,74
COc1ccc(-c2c(C#N)c(=O)[nH]c3c2c(N)nn3-c2ccccc2)cc1,96
CCOC(=O)c1[nH]c(C)c(/C(C)=N\O)c1C,96
CS(=O)(=O)Nc1ccc(Cn2c(=O)[nH]c(=S)[nH]c2=O)cc1,105
Cc1sc2nc(COC(=O)c3cc(=O)c4ccccc4o3)[nH]c(=O)c2c1C,92
COc1ccc2[nH]c(=O)c(O)c(-c3cc(OC)c(OC)c(OC)c3)c2c1,90
O=C(O)c1cc(-c2ccccc2)c2sc(=O)[nH]c2n1,93
COc1ccc(NC(=O)CSc2nnc(-c3ccc4nc(-c5ccc(OC)cc5)[nH]c4c3)o2)cc1,110
COCC(=O)NNc1[nH]c(-c2ccc(OC)cc2)cc1C#N,6.5*
COc1ccc2c(C3(c4c[nH]c5cc(OC)ccc45)C(=O)Nc4ccc(Cl)cc43)c[nH]c2c1,77
O=c1ccc2c(ccc3ncc4c(=O)[nH]cnc4c32)o1,105
CCOC(=O)Oc1ccc(-c2noc(=O)[nH]2)cc1,104
COC(=O)[C@H](Cc1c[nH]c2ccccc12)NC(=O)CCCCOc1cc(O)c2c(=O)cc(-c3ccccc3)oc2c1,97
Cc1nn(-c2nc3ccccc3[nH]2)c2c1C(c1ccc(O)cc1)CC(=O)N2 (configuration not stated),82
CCN(CC)S(=O)(=O)c1ccc(O)c(NC(=O)c2[nH]c(C)c(C(C)=O)c2CCc2ccc(Cl)cc2)c1,40

# Screening data (PubChem)
